H9c2 TAG inh – triacylglycerol accumulation inhibition; inhibition, % at 12.5 µM; actives 0.66% (n = 230,000); H9c2 cells, Nile Red lipid (TAG) fluorescence; cells loaded with 200 µM oleic acid;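 active means pattern-corrected inhibition of lipid staining of at least 50% with the nuclear-stain viability signal not falling by more than 50%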;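 further: 0% = DMSO wells and 100% = triacsin C control wells; some results filed as inactive read as strong as hits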
H9c2 TAG inh DAPI viability – further read-out of H9c2 TAG inh, marked with its call; DAPI nuclei signal change (viability), lower = more cytotoxic, %;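 whole-well DAPI fluorescence read on a plate reader as a viability signal; minus 50 percent equals half of cells still viable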
* marks the source's active call; other numbers are inactive results; & = joins results of further samples. This is a subset. The share of hits here may be higher or lower than overall.

Sequence of screens: H9c2 TAG inh | H9c2 TAG inh DAPI viability
1) Cc1ccsc1/C=C/C1=NCCCN1C
 : 6&-1&7 | -7&-4&3
2) C[C@]12CC[C@H]3C(=CCc4cc(O)ccc43)[C@@H]1CCC2=O
 : 3 | 3
3) CCC(Cc1c(I)cc(I)c(N)c1I)C(=O)O (centres undefined)
 : -9 | -6
4) COc1cc2c(c(OC)c1OC)-c1c(cc(OC)c(OC)c1OC)C[C@H](C)[C@H](C)C2
 : -1 | 2
5) CC1CCc2c(N3CCC(O)CC3)c(F)cc3c(=O)c(C(=O)O)cn1c23 (centres undefined)
 : -5 | -3
6) O=C(c1ccccc1)c1ccc2n1CCC2C(=O)O (centres undefined)
 : -1 | -1
7) Nc1ncnc(Nc2ccccc2)n1
 : 12 | 5
8) CC1(C)Oc2ccc(C#N)cc2[C@@H](N2CCCC2=O)[C@@H]1O
 : -14 | 1
9) CCCc1cc(C(N)=S)ccn1
 : -18 | 0
10) CC(C)(C(=O)c1cccnc1)c1cccnc1
 : -5 | 0
11) COc1ccccc1OC(=O)Oc1ccccc1OC
 : -22 | 3
12) O=C1CCc2cc(OCCCCc3nnnn3C3CCCCC3)ccc2N1
 : 1 | -3
13) CCN(CC)CCOC(=O)C(c1ccccc1)c1ccccc1
 : 2 | -5
14) CN(C)C(=N)N=C(N)N
 : 3 | -1
15) C[C@H]1c2cccc(O)c2C(O)=C2C(=O)C3(O)C(O)=C(C(N)=O)C(=O)[C@@H](N(C)C)[C@@H]3[C@@H](O)[C@@H]21 (some centres undefined)
 : -17 | 6
16) CN(C)CCOC(=O)C(c1ccccc1)C1(O)CCCC1 (centres undefined)
 : -10 | 5
17) CN1CCC(=C2c3ccccc3CC(=O)c3sccc32)CC1
 : 16&-17&16 | -4&-11&-20
18) CN1CCN(c2c(F)cc3c(=O)c(C(=O)O)cn4c3c2SCC4)CC1
 : -15 | 9
19) CN1CCN(CCCN2c3ccccc3Sc3ccc(S(=O)(=O)N(C)C)cc32)CC1
 : 21 | 4
20) O=C(NCCN1CCOCC1)c1ccc(Cl)cc1
 : -7 | 0
21) O=C(O)CCCCCCCC(=O)O
 : -4 | 8
22) O=C1c2ccccc2C(=O)c2c(O)c(O)cc(O)c21
 : 4 | -3

Compound profiles, as listed above.
Shown for Nc1ncnc(Nc2ccccc2)n1 : H9c2 TAG inh = 12; H9c2 TAG inh DAPI viability = 5
Shown for CN(C)C(=N)N=C(N)N : H9c2 TAG inh = 3; H9c2 TAG inh DAPI viability = -1
Shown for C[C@]12CC[C@H]3C(=CCc4cc(O)ccc43)[C@@H]1CCC2=O : H9c2 TAG inh = 3; H9c2 TAG inh DAPI viability = 3

Given screen by screen: four of the compounds above.
[12] O=C1CCc2cc(OCCCCc3nnnn3C3CCCCC3)ccc2N1
[13] CCN(CC)CCOC(=O)C(c1ccccc1)c1ccccc1
[14] CN(C)C(=N)N=C(N)N
[15] C[C@H]1c2cccc(O)c2C(O)=C2C(=O)C3(O)C(O)=C(C(N)=O)C(=O)[C@@H](N(C)C)[C@@H]3[C@@H](O)[C@@H]21 (some centres undefined)
Screen / compound no.,12,13,14,15
H9c2 TAG inh,1,2,3,-17
H9c2 TAG inh DAPI viability,-3,-5,-1,6
